Bioassay records deposited in PubChem BioAssay by several laboratories.
NOD2-RIPK2 inh: NOD2-RIPK2 binding disruptors in cells, primary screen, fluorescence, CHO cells, BLA complementation; CCF4 ratio; inhibition, % at 4.98 µM; 360,000 tested, 0.38% active; AID 624267, 2012; in the data active = inhibition above about 21%;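 note: 0% = vehicle only and 100% = reference blocker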
NCOA2 inhibitor: inhibition of GAL4-SRC2 driven luciferase reporter, primary screen, SRC2 inhibitor project, cell-based, luminescence | Nuclear receptor coactivator 2 (Homo sapiens), Q15596 | HEK293 GAL4-SRC2 luciferase reporter | inhibition, % at 9 µM | 370,000 tested, 0.17% active;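 active = inhibition above the mean inhibition of all tested compounds plus 3 SD, set per campaign, cut at about 52% in these data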;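 note: 0% = DMSO treated cells and 100% = cells given Gossypol at 36 µM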
NCOA1 inh: SRC1 coactivator transcriptional activity inhibitors, primary screen, cell-based, luminescence. 360,000 tested, 0.12% active. inhibition, % at 3.6 µM. AID 588354, 2011. HEK293 GAL4-SRC1 luciferase reporter;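 active = inhibition above the campaign mean plus 3 SD, with each screening campaign given its own cutoff, cut at about 60% in these data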;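 note: 0% = DMSO treated cells and 100% = gossypol at 36 µM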
Exocytosis inh: LAMP-1 surface exposure blockers, TALL-104 cells – cell-based, flow cytometry, MLPCN library, primary screen; inhibition, % at 10 µM; 360,000 tested, 0.66% active; TALL-104 LAMP-1 surface exposure; cells stimulated with thapsigargin and PMA;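 active = inhibition above about 55%, limit read from the data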
NR2F2 inh: NR2F2 transcriptional activity inhibitors, primary screen, cell-based, luciferase reporter, HEK293T, luminescence. 370,000 tested, 0.7% active. inhibition, % at 8.6 µM. HEK293T NGFI-A luciferase reporter;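 active = inhibition above a per-plate cutoff, mean inhibition of test wells between control levels plus 3 SD, cut at about 38% in these data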;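 note: cells cotransfected with COUP-TFII expression vector driving the NGFI-A reporter; 0% = median of COUP-TF2 test wells and 100% = reporter-only cells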
TWEAK Fn14 block: inhibitors of TWEAK-Fn14 signaling, primary screen, luciferase reporter cells, uHTS; 360,000 tested, 2% active; inhibition, % at 10 µM; AID 1159606, 2016; TWEAK-stimulated Fn14 reporter cells, luciferase luminescence, 8 h; in the data active = inhibition above about 50%
ABHD5-PLIN5 inh: ABHD5-PLIN5 interaction inhibitors, primary screen, cell lysate, split luciferase complementation, luminescence | 360,000 tested, 0.78% active | inhibition, % at 4 µM | Split G. princeps luciferase complementation, 4 h;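 active = inhibition above the mean inhibition across every tested compound plus 3 SD, cut at about 22% in these data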;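 note: 0% = DMSO only wells and the 100% control is not disclosed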
NR5A2 inv ag: LRH-1 (NR5A2) inverse agonists, primary screen, cell-based, luminescence, HEK293T, StAR-luciferase reporter. inhibition, % at 3.6 µM. Nuclear receptor subfamily 5 group A member 2 (Homo sapiens), O00482. 360,000 tested, 0.13% active. LRH-1 transfected, 24 h;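 active = inhibition above the mean inhibition of all tested compounds plus 3 SD, cut at about 73% in these data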;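 note: 0% = DMSO wells and 100% = reporter-only cells lacking LRH-1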
TLR9-MyD88 block: inhibitors of TLR9-MyD88 association in cells, primary screen, cell-based, CHO, BLA complementation, fluorescence. Toll-like receptor 9 (Homo sapiens) + Myeloid differentiation primary response protein …. CCF4 FRET ratio. inhibition, % at 4.98 µM. 340,000 tested, 0.21% active. AID 504734, 2011;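 active = inhibition above the mean over all tested compounds plus 3 SD, cut at about 21% in these data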;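 note: 0% = DMSO only wells and 100% = clavulanate BLA inhibitor control wells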
Target sequence (Q99836 whole entry, looked up): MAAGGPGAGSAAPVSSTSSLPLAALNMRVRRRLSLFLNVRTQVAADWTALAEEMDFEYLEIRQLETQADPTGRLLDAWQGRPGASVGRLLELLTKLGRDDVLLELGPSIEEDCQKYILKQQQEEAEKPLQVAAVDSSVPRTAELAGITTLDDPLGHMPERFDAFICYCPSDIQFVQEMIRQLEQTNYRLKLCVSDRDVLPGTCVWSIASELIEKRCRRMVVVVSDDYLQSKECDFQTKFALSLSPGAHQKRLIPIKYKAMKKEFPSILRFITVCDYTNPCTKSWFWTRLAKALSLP
Target sequence (Q9NR96 whole entry, looked up): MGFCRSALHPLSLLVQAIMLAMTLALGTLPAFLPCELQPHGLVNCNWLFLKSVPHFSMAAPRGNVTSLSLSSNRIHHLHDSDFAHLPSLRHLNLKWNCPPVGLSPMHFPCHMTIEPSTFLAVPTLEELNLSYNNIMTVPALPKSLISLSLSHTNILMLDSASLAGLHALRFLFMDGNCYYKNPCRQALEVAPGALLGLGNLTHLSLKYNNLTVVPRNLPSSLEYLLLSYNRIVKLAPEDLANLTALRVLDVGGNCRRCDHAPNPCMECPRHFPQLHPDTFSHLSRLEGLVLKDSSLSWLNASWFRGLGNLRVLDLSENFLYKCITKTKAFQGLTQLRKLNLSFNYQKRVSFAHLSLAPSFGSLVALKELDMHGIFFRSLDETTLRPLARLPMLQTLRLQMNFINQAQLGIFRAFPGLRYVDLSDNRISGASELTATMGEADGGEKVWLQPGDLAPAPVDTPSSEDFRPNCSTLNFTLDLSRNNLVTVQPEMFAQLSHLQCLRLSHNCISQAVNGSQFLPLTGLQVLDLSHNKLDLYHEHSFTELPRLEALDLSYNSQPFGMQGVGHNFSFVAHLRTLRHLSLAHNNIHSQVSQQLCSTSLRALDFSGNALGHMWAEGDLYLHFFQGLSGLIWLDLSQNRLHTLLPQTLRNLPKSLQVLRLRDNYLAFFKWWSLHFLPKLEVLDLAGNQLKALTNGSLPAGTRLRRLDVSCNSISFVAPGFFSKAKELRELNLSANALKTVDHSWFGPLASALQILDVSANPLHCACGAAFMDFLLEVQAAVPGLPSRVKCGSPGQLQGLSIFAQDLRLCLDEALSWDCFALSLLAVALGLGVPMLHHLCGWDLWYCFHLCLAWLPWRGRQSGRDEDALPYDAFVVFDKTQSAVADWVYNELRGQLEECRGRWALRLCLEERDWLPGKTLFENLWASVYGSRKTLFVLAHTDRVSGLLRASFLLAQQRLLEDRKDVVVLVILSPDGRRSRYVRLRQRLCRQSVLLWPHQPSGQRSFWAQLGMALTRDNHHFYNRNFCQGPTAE
TROY NFkB inh: inhibitors of TROY-driven NF-kB signaling, primary screen, Q293 LMP1-TROYcd cells, NF-kB luciferase, uHTS; inhibition, % at 10 µM; AID 1347056, 2019; Q293 LMP1-TROYcd NF-kB luciferase reporter, 4 h; 360,000 tested, 0.98% active;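 active = compounds whose plate-normalised and pattern-corrected inhibition of the luciferase reporter signal at the single screening dose is 50% or more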
NCOA3 inh: SRC3 coactivator transcriptional activity inhibitors, primary screen, cell-based, luminescence. 360,000 tested, 0.17% active. HEK293 GAL4-SRC3 luciferase reporter. Nuclear receptor coactivator 3 (Homo sapiens), Q9Y6Q9. inhibition, % at 3.6 µM;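 active = inhibition above a per-campaign cutoff, the mean of all compounds plus 3 SD, cut at about 60% in these data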;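 note: 0% = DMSO-treated cells and 100% = gossypol-treated cells at 36 µM; higher means less SRC3-driven luciferase light from the GAL4 reporter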
Active calls of the source: *; . = no result given.

SMILES	NOD2-RIPK2 inh	NCOA2 inhibitor	NCOA1 inh	Exocytosis inh	NR2F2 inh	TWEAK Fn14 block	ABHD5-PLIN5 inh	NR5A2 inv ag	TLR9-MyD88 block	TROY NFkB inh	NCOA3 inh
CN1C(=O)C(O)(c2sc(N)nc2-c2ccccc2)c2ccccc21 (stereo not given)	3	-27	-29	0	10	2	-9	-11	5	8	9
COc1ccccc1S(=O)(=O)c1c(C)cc(C)[nH]c1=O	-5	-31	-3	-3	0	18	8	-15	1	24	8
CN(C(=O)c1cc([N+](=O)[O-])ccc1N1CCCC1)C1CCCCC1	6	-7	10	2	-1	-6	-1	18	-2	10	30
CC(C)(C)c1ccc(NC(=O)Cn2cnc3cc([N+](=O)[O-])ccc3c2=O)cc1	-5	14	-25	-1	0	-7	-3	-2	.	2	12
O=C(Cc1n[nH]c(=O)c2ccccc12)OCC(=O)c1ccccc1Cl	-4	18	-20	-5	-12	9	6	3	-13	21	3
O=C(CNC(=O)c1ccco1)OCC(=O)c1ccc(Cl)cc1	9	5	10	2	8	18	2	-15	0	0	-21
CCCCn1nnnc1C1(C)CCC(=O)N1Cc1ccc(OC)cc1 (stereo not given)	2	-9	.	-7	7	1	4	7	.	-4	.
CCN1CCN(C(=O)CCc2nc3ccccc3c(=O)[nH]2)CC1	-9	-30	0	2	-13	9	-2	7	6	-2	1
CCC(c1nnnn1-c1c(C)cccc1C)N1CCCN(Cc2ccc(F)cc2)CC1 (stereo not given)	-9	-8	.	-6	3	-1	7	-4	.	-4	.
Cn1c(=O)oc2cc(S(=O)(=O)Nc3ccc(O)cc3)ccc21	1	12	-26	-5	2	-3	-3	-1	-8	-11	1
C[C@H]([C@@H](N)C(=O)N[C@@H](C(=O)O)[C@@H]1O[C@H](n2ccc(=O)[nH]c2=O)[C@@H](O)[C@H]1O)[C@@H](O)c1ccc(O)cn1	2	13	-16	-4	13	-14	1	11	-1	-2	5
S=C(Nc1ccccc1)Nc1ccccc1Br	-5	-16	2	-2	-5	-4	-2	-8	1	-7	-8
CN(C)c1cc[n+](CC(=O)N2CCCc3ccccc32)cc1	4	-14	-10	0	-13	1	-2	-2	0	-16	9
CCc1cccc(NC(=O)c2ccc(Cn3nc(C)cc3C)o2)c1	4	11	-5	-3	-8	9	3	-26	-8	-46	-14
O=C(COC(=O)CCc1nc2ccccc2c(=O)[nH]1)Nc1ccc(OC(F)(F)F)cc1	-8	-11	1	5	-13	-4	1	2	1	-10	9
Cc1nc(SCc2nc3ccccc3[nH]2)c2oc3cc(Br)ccc3c2n1	-3	-12	-11	-1	-2	11	-2	7	2	2	-5
CC1CCN(Cc2nnnn2CCCC(=O)NCC(C)(C)N2CCOCC2)CC1	1	2	-6	-6	9	9	-7	8	-6	-5	-29
Cc1cnc(C(=O)NCc2ccc(F)cc2)cn1	-5	-27	-11	-6	19	-7	-4	3	-10	12	-7
O=C(O)CC1S/C(=N\N=C2\C(=O)Nc3ccccc32)N(c2ccc(O)cc2)C1=O (stereo not given)	6	-4	-13	11	13	21	-8	-17	3	-2	-17
CCOC(=O)N1CCN(C(=O)CSc2ncnc3sccc23)CC1	4	4	-24	-3	-10	-11	-4	10	-3	-20	1
CC#CC(=O)N1CCC(Oc2cccc(C(=O)NCc3ccccn3)c2)CC1	-4	-8	-20	-3	9	-7	1	6	4	-1	8
Cc1ccccc1OCc1nc(-c2ccc(NC(=O)c3ccco3)cc2)no1	3	-26	-85	-2	-12	18	-1	-106	4	10	-63
COC(=O)c1c(C(=O)OC)c(C)n(Cc2ccco2)c1C	-4	5	15	1	6	7	-3	0	-2	8	21
Nc1ccc(S(=O)(=O)Nc2nc(-c3ccccc3)cc(-c3ccccc3O)n2)cc1	4	1	-6	-6	1	12	-12	-5	-4	7	-3
CC(C)(C)CC(C)(C)NC(=O)Nc1cccc([N+](=O)[O-])c1	-19	32	-2	-5	14	-3	-5	-11	0	16	12
COc1ccc(Cc2nc(C(=O)NCc3ccccc3OC)cs2)cc1	0	-1	2	-5	-2	0	-9	-1	-7	-36	1
Cc1cccc(-c2nnn3c2nc(NCCc2ccc(S(N)(=O)=O)cc2)c2ccccc23)c1	-4	4	-11	7	-14	-65	0	10	1	-43	12
COc1ccc(CN2CCC(N3CCC(C(=O)N4CCOCC4)CC3)CC2)c(F)c1	16	-6	-24	2	2	7	0	4	-11	7	-1
Cc1cc(C)n(-c2nc3c(c(=O)[nH]c(=O)n3C)n2CCc2ccccc2)n1	2	-36	4	-1	-18	2	8	22	-5	-3	30
O=C(NCc1cccc(F)c1F)C1CCC(=O)N(C2CC2)C1 (stereo not given)	8	0	-22	-5	-3	-4	5	-5	-159	-8	-6
CCc1ccc(Nc2nc(N)nc(CSc3nc4ccccc4s3)n2)cc1	-7	-13	-5	-2	-4	10	-1	-7	-8	-4	19
O=C(NCCc1c[nH]c2ccccc12)C(=O)NCC1OCCN1S(=O)(=O)c1ccc(Cl)cc1 (stereo not given)	9	30	-12	0	27	33	3	-1	-7	23	6
O=C(NCc1cccs1)c1ccc(Cl)c(S(=O)(=O)N2CCCC2)c1	-6	16	-34	-4	5	-6	0	1	-5	5	5
COc1ccc(S(=O)(=O)N2CCCCC2)cc1NC(=O)c1cccnc1SC	-7	-1	5	-2	3	-3	0	2	-4	-3	-5
COc1cccc(C2c3cc4c(cc3OC(N3CCOCC3)C2C)OCO4)c1O (stereo not given)	-9	26	6	1	0	27	2	50	8	1	17
c1ccc2c(-c3nc(-c4ccncc4)no3)cccc2c1	-3	-14	-85	7	-16	-8	-4	-73	-4	-42	-48
CCn1c(SCc2ccccc2)nnc1-c1cccs1	-5	-1	8	0	-5	-31	6	0	6	-10	6
CCOC(=O)Cc1csc(NC(=O)CSc2nnnn2-c2ccc(CC)cc2)n1	-2	7	3	-7	9	0	-6	10	-9	12	-1
CCn1cc(C(=O)NC(C)CCc2ccccc2)c(=O)c2cc(S(=O)(=O)N(C)C)ccc21 (stereo not given)	9	-2	7	-9	6	-34	8	6	2	9	8
C=C(C)C(O)CC/C(C)=C/Cc1c(O)ccc(C(=O)/C=C/c2ccc(O)cc2)c1O (stereo not given)	1	29	17	13	34	34	3	0	-4	65*	25
C=CCn1c(SCC(=O)N2CCN(C(=O)OCC)CC2)nc2c([nH]c3ccccc32)c1=O	-1	4	-15	-4	12	37	-6	17	-15	3	1
CC(C)(C)C(=O)Nc1cc(S(=O)(=O)Nc2ccc(Cl)cc2)ccc1O	5	2	-8	1	5	3	-1	-1	-14	-5	-3
O=[N+]([O-])c1cccc(Cl)c1NCCNS(=O)(=O)c1ccccc1	-16	-9	6	2	-5	3	1	11	2	-11	3
O=C(N1CCOCC1)n1nnc2ccccc21	-1	4	10	0	-11	29	-4	31	3	-8	29
CCO[C@H]1OC(C(=O)NC2CC2)=C[C@@H](c2c[nH]c3ccccc23)[C@@H]1CCCO	-2	-5	-15	56*	-2	-10	3	5	5	2	-5
Cc1ccc(C(=O)Cc2ccccc2)o1	-5	-3	-7	-4	7	7	5	-1	3	-20	-12
CCOc1ccc(N2C(=O)CS/C2=C(\C(Cl)=C(Cl)Cl)[N+](=O)[O-])cc1	3	.	-1	0	.	10	5	-1	-3	3	3
COc1ccc(C23NCCN2C(=O)c2ccccc23)cc1 (stereo not given)	-3	13	6	9	-3	6	9	12	1	8	16
C=CCN(C(=O)Cc1cccs1)c1nc(-c2ccc(S(C)(=O)=O)cc2)cs1	6	-6	-7	6	2	40	-12	19	14	22	0
Cc1ccc(OCC(=O)Nc2ccc(C)c(S(=O)(=O)N3CCCCC3)c2)c([N+](=O)[O-])n1	-3	9	9	-3	20	-27	5	-3	-3	22	22
Nc1ccccc1SC(CC(=O)c1ccccc1)c1cccc([N+](=O)[O-])c1 (stereo not given)	-2	-53	-32	14	-11	45	76*	36	0	-22	-17
CC(C)(C)NC(=O)COc1ccc(CNn2nnnc2N)cc1	-6	-18	7	-5	10	-7	3	-11	-4	5	10
CCN1CCN(CCCOc2ccccc2-c2ccccc2)CC1	2	16	15	2	-14	9	-5	5	-8	2	-1
NS(=O)(=O)c1ccc(N/N=C2/CCCCC2C2CCCCC2)c([N+](=O)[O-])c1 (stereo not given)	0	26	-22	14	17	-5	-13	-15	7	-22	8
Cc1sc(NC(=O)c2ccc(Cl)s2)c(C(N)=O)c1C	-6	-26	-81	0	-29	-17	2	-76	3	-15	-97
COc1cc(CNC2CCCC2)cc(Cl)c1OCc1ccccc1Cl	8	.	-5	-1	.	-65	9	-9	4	-9	2
COc1ccc(N2C(=O)C3CCCCC3C2=O)cc1NC(=O)c1ccccc1 (stereo not given)	5	0	-8	3	1	18	1	13	-4	-12	-13
COc1ccc(CNc2nc(-c3ccccc3)nn2C(=O)c2ccc([N+](=O)[O-])cc2)cc1	-4	-39	-38	-1	-29	-33	3	-32	1	-74	-21
CCO[C@@H]1OC(C(=O)O)=C[C@H](c2ccccc2)[C@H]1CCCO	-4	-4	-10	-5	1	7	-2	-19	2	3	6
CN(Cc1cnccn1)Cc1nc(Cc2cccc(F)c2)no1	-1	-9	4	-2	15	3	0	3	5	12	15

(more compounds)
SMILES	NOD2-RIPK2 inh	NCOA2 inhibitor	NCOA1 inh	Exocytosis inh	NR2F2 inh	TWEAK Fn14 block	ABHD5-PLIN5 inh	NR5A2 inv ag	TLR9-MyD88 block	TROY NFkB inh	NCOA3 inh
Cc1sc(NC(=O)C2CCCCC2C(=O)O)c(C(N)=O)c1C (stereo not given)	-8	8	6	2	5	3	-4	-12	-1	12	-6
CC(C)OC(=O)CCc1nc2ccccc2[nH]c1=O	-9	-21	1	-1	-4	19	3	-5	11	3	-1
COC(=O)c1cn(NC(=O)Cc2ccc(Cl)c(Cl)c2)c(=O)c2ccccc12	1	-11	-34	10	-7	1	2	-21	3	-13	12
CCOC(=O)CN1C(=O)S/C(=C/c2ccc(N3CCCCC3)o2)C1=O	-7	-11	-6	10	-13	1	14	4	-2	10	-7
Cn1c(N)c(C(=O)CSc2n[nH]c(-c3ccccc3)n2)c(=O)n(C)c1=O	-2	-7	6	2	1	-36	-16	-1	-8	-13	-6

Shown as a hit in Exocytosis inh (from the list above):
| smiles | NOD2-RIPK2 inh | NCOA2 inhibitor | NCOA1 inh | Exocytosis inh | NR2F2 inh | TWEAK Fn14 block | ABHD5-PLIN5 inh | NR5A2 inv ag | TLR9-MyD88 block | NCOA3 inh |
| --- | --- | --- | --- | --- | --- | --- | --- | --- | --- | --- |
| CCO[C@H]1OC(C(=O)NC2CC2)=C[C@@H](c2c[nH]c3ccccc23)[C@@H]1CCCO | -2 | -5 | -15 | 56* | -2 | -10 | 3 | 5 | 5 | -5 |

Only part of the results is shown; the hit share may differ from the screen's.
